Growth percent in the NCI-60 one-dose screen (48 h, 10 µM unless noted): 100 = growth as untreated, 0 = no growth, -100 = all killed.
HL-60(TB): HL-60(TB) leukemia cells; hit rate 9% among 78,000; active = growth percent below 10
The depositor's hits bear a star; & = joins results of further samples. A portion of the library (hit frequency here may not be typical).

SMILES	HL-60(TB)
S=c1[nH]c2cnc(Cl)nc2[nH]1	93.0
Cn1cccc1C(=O)C1C(c2ccc(F)cc2)C2CSCN2C12C(=O)Nc1ccc(Cl)cc12 (configuration not stated)	97.1
Cc1ccc2oc(=O)cc(Cn3cc(CSc4nc5cc(Cl)ccc5o4)nn3)c2c1	100.1
Cc1ccc(CCN)cc1	88.2
CN1CCN(Cc2ccc(NC(=O)c3cncc(C#Cc4cnccc4C#N)c3)cc2C(F)(F)F)CC1	24.7
COc1cc(-c2nc3ccc(-c4nnc(SCC(=O)Nc5ccc(C(C)=O)cc5)o4)cc3[nH]2)cc(OC)c1OC	103.6
CCOc1ccc(-c2c(C#N)c(-c3ccc(Cl)cc3)nc3n[nH]c(-c4ccc(Cl)cc4)c23)cc1OC	4.1*
COc1ccc(C(C)=O)cc1CS/C(=N/S(=O)(=O)c1ccccc1)Nc1cccc(Cl)c1Cl	96.3
N#Cc1cccc(OCc2nc(N)nc(N)c2-c2ccc(Cl)c(Cl)c2)c1	29.8
O=C(NCN1C(=O)c2cccc3cccc(c23)C1=O)N1CCC(Cc2ccccc2)CC1	96.1
Cc1ccc(C(=O)/C=C/Nc2cc(-c3ccccc3)nn2-c2ccccc2)cc1	91.1
C=CCOC(=O)C1CCC2OC2C1 (configuration not stated)	97.5

Among those listed so far, 6 have a Cl atom:
SMILES	HL-60(TB)
S=c1[nH]c2cnc(Cl)nc2[nH]1	93.0
Cn1cccc1C(=O)C1C(c2ccc(F)cc2)C2CSCN2C12C(=O)Nc1ccc(Cl)cc12 (configuration not stated)	97.1
Cc1ccc2oc(=O)cc(Cn3cc(CSc4nc5cc(Cl)ccc5o4)nn3)c2c1	100.1
CCOc1ccc(-c2c(C#N)c(-c3ccc(Cl)cc3)nc3n[nH]c(-c4ccc(Cl)cc4)c23)cc1OC	4.1*
COc1ccc(C(C)=O)cc1CS/C(=N/S(=O)(=O)c1ccccc1)Nc1cccc(Cl)c1Cl	96.3
N#Cc1cccc(OCc2nc(N)nc(N)c2-c2ccc(Cl)c(Cl)c2)c1	29.8

The listing continues.
SMILES	HL-60(TB)
CCOC(=O)N(C1CCCCC1)C1CCCCC1	106.3&102.0
Nc1cc(Cl)ccc1S(N)(=O)=O	101.8
Cc1c(-c2nnc(SCc3ccccc3)n2Cc2ccccc2)nn(-c2ccc(Cl)cc2Cl)c1-c1ccc(Cl)cc1	62.1
CCOC(=O)c1c(C(=O)OCC)c2cc(-c3ccn4c(C(=O)c5ccccc5)c(C(=O)OCC)c(C(=O)OCC)c4c3)ccn2c1C(=O)c1ccccc1	86.3
COc1cc(-c2nn(-c3cccc(NC(=O)c4ccc(Cl)c(C(F)(F)F)c4)c3)cc2-c2ccncc2)ccc1Cl	3.2*
CCOC(=O)c1c(O)cc(-c2ccc3c(c2)OCO3)cc1-c1sc(N(C)Cc2ccccc2)nc1Cl	98.9
Nc1nc2c(C(=O)Nc3ccc(Cl)cc3)c(Nc3ccccc3)nn2c(-c2ccc(Cl)cc2)c1-c1nc2ccccc2s1	99.6
CNN	101.0
O=C(Nc1sc2c(c1C(=O)NC1CCCCC1)CCCC2)c1ccccc1	113.4
CC(=O)OC1CCC2(C)C(=CCC3C2CCC2(C)C(C(C)CCCC(C)C)CCC32)C1 (configuration not stated)	103.0
N=c1c(S(=O)(=O)c2ccccc2)cc2c(=O)n3ccccc3nc2n1C1CCCCC1	120.2
Cc1nn(-c2nc3ccccc3s2)c(C)c1Oc1ccccc1O	60.3
CCCCCCCCCCCCCC[P+](CCCCCC)(CCCCCC)CCCCCC	43.1
Cc1ccc(OCC(=O)Nc2ccc(Oc3ccccc3)cc2)c([N+](=O)[O-])n1	69.0
O=C1N/C(=N\c2nnc(-c3ccc(O)cc3)s2)S/C1=C\c1cccnc1	99.3
COc1ccc(/C=C2\CN(C)CC3C2=NN(c2ccc(F)cc2)C3c2ccc(OC)cc2)cc1 (configuration not stated)	88.5
N/N=C1\c2ccccc2-c2ccc(N)cc21	94.1
c1ccc2c(-c3nc(-c4cccc5ccccc45)c4ccccc4n3)cccc2c1	98.9
CCCCCCCCCC1OCC(C)(C)C(C(C)C)O1 (configuration not stated)	95.7
Oc1ccccc1-c1nc2c([nH]1)-c1cccc3cccc-2c13	101.7
O=C1Nc2ccccc2C1(c1c[nH]c2ccccc12)c1c[nH]c2ccccc12	77.8
CCOc1ccc(Cn2c(-c3cncs3)nc3ccccc32)cc1OCC	98.1
O=C(Nc1ccc(I)cc1)c1cc([N+](=O)[O-])ccc1O	20.6
CCN(CC)CCCNc1cccc2c(C)cc(OC)nc12	106.2

An excerpt from above in order of SMILES length, lowest first:
SMILES	HL-60(TB)
Cc1ccc(CCN)cc1	88.2
Nc1cc(Cl)ccc1S(N)(=O)=O	101.8
O=C(Nc1sc2c(c1C(=O)NC1CCCCC1)CCCC2)c1ccccc1	113.4
O=C(NCN1C(=O)c2cccc3cccc(c23)C1=O)N1CCC(Cc2ccccc2)CC1	96.1
CCOC(=O)c1c(C(=O)OCC)c2cc(-c3ccn4c(C(=O)c5ccccc5)c(C(=O)OCC)c(C(=O)OCC)c4c3)ccn2c1C(=O)c1ccccc1	86.3

Next part.
SMILES	HL-60(TB)
O=C(/C=C/c1cc2ccccc2[nH]c1=O)c1ccc(O)cc1	16.0
Cc1ccc(NC(=O)N/N=C/c2c[nH]c3ccccc23)cc1	99.0
COc1cc2nc(Nc3ccc(F)cc3)nc(N)c2cc1OC	79.4
COc1cc(-c2nnc(SCc3cccnc3)n2-c2ccc3c(c2)OCO3)cc(OC)c1OC	95.0
CCN(CC)CCC(=O)c1ccc(OC)c2ccccc12	44.2
Clc1ccc(C2=NN(c3ccccc3)C(c3cccc(Nc4ccnc5cc(Cl)ccc45)c3)C2)cc1 (configuration not stated)	101.0
O=C(Cc1ccc(Cl)cc1F)Nc1cc(C2(C(F)(F)F)CC2)nn1CC1CCCCC1	115.0
Cc1cc(N(CCO)c2ccccc2)nc(N)n1	85.5
O=C(CCCNc1ncnc2c1ncn2-c1ccccc1)NC1CCCCC1	96.9
NC(=O)CCC(N)=O	107.1
COc1cc(/C=C2\C(=O)Nc3cc(Cl)ccc32)ccc1OCc1ccccn1	117.3
N#CCC(=O)N1CCOCC1	86.2
CCc1c(C(=O)Nc2nc3ccc(F)cc3s2)nnn1-c1ccccc1F	75.6
O=C(NC(=S)N1CC1)c1ccccc1	86.7
COc1cccc(-c2nc3sccn3c2-c2ccnc(NCCNS(=O)(=O)c3ccccc3)n2)c1	69.9
O=C(c1ccc(Cl)cc1)C1[C@H](c2ccc(Br)cc2)[C@@H](c2ccccc2)NC12C(=O)Nc1ccc(Br)cc12 (some centres not stated)	-42.8*
Cc1cc(N2CCC(C)CC2)nc(-n2nc(C)cc2C)n1	90.3
CCn1cc(C(=O)O)c(=O)c2cc(F)c(N3CCN(C(=O)c4ccc([N+](=O)[O-])cc4)C(C)C3)c(F)c21 (configuration not stated)	75.3
O=C1COc2cc(O)cc(O)c21	102.4
CC(C)(N)c1cn(Cc2ccc(Cl)cc2)nn1	97.6
CCOc1ccccc1N1C(=O)CSC1=S	97.6
CC(C)(O)CC(c1ccccc1)(c1ccccc1)c1ccccc1	88.4
c1ccc(Cn2nc3c(c2-c2ccccc2)-c2oncc2CC3)cc1	92.2
NNC(=O)c1sc2nc(-c3cnccn3)cc(-c3cccs3)c2c1N	104.6
NS(=O)(=O)c1ccc(Cl)c2ccccc12	96.5
O=C(Nc1ccc(OS(=O)(=O)C2CC2)cc1)C12CC3CC(CC(C3)C1)C2	90.9
Cc1ccc(/C=C2\SC(=S)N(CCC(=O)NCCCN3CCOCC3)C2=O)cc1	97.4
CCCCC1CC(=O)NC1(C(=O)OCC)C(=O)OCC (configuration not stated)	87.3
O=S(O)CNc1ccc(S(=O)(=O)c2ccc(NCS(=O)O)cc2)cc1	98.3
O=C1CC2C(CCC23OCCO3)c2ccc3ccccc3c21 (configuration not stated)	100.1
N#CC1=C(O)/C(=C\C=C\c2ccccc2)N(C(=O)c2ccccc2)C1=N	90.6
CCSc1nc(NC)c2c(C)csc2n1	98.3
C=C(Cl)Cc1cc(C(CC)C(CC)c2ccc(O)c(CC(=C)Cl)c2)ccc1O (configuration not stated)	67.9
Cc1cc(C(=O)c2cccc(Cl)c2)ccc1O	94.0
CCCC(C)(C)COC(=O)COc1ccccc1	102.9
CC(=O)O[C@]1(C(C)=O)CC[C@H]2[C@@H]3C[C@H](C)C4=CCCC[C@]4(C)[C@H]3CC[C@@]21C	69.8
COc1cccc(NC(=O)c2ccc(Nc3ccc(Cl)nn3)cc2)c1	105.3
COCC1=C(C(=O)OC(C)OC(=O)OC(C)C)N2C(=O)[C@@H](NC(=O)/C(=N/OC)c3csc(N)n3)[C@H]2SC1 (some centres not stated)	107.0
CCCCc1nc(Cl)c(C2CC(c3ccc(Cl)cc3)=NN2c2cc(Cl)cc(Cl)c2)[nH]1 (configuration not stated)	35.4
CC(/C=c1\sc2nc3ccccc3n2c1=O)=C\c1ccccc1	93.7
COC(=O)/C(CCC=C(C)C)=C1\[C@@H](OC(C)=O)C[C@@]2(C)[C@H]1CC(N)[C@H]1[C@@]3(C)CCC(N)[C@@H](C)[C@@H]3CC[C@@]12C (some centres not stated)	71.6
CSc1nsc(SC)c1C(N)=O	99.0
C[C@]12CCc3sc(-c4cccc(F)c4)nc3C1=CC[C@@H]1[C@@H]2CC[C@]2(C)C(=O)CC[C@@H]12	34.2
CN(C)c1ccc(/C=N/Nc2nc(N/N=C/c3ccc(N(C)C)cc3)nc(N3CCOCC3)n2)cc1	96.7
O=Nc1c(-c2c(O)[nH]c3cc(Br)ccc23)[nH]c2ccccc12	-51.3*
O=C(C=NC(=O)c1ccccc1)/C=C(\O)c1ccccc1	96.3
O=C(CNC(=O)Oc1ccccc1)Nc1ccc(C(=O)O)c(O)c1	89.7
Cc1ccc2c(c1)/C(=N/c1nc(-c3ccc(Cl)cc3)cs1)C(=O)N2	51.0

A different layout for some results above.
CCOc1ccc(-c2c(C#N)c(-c3ccc(Cl)cc3)nc3n[nH]c(-c4ccc(Cl)cc4)c23)cc1OC
  HL-60(TB): 4.1*

COc1ccc(C(C)=O)cc1CS/C(=N/S(=O)(=O)c1ccccc1)Nc1cccc(Cl)c1Cl
  HL-60(TB): 96.3

The list goes on.
SMILES	HL-60(TB)
COc1ccc(CC(=O)c2ccc(OC)cc2)cc1	99.9&94.7
C=C(C)COC(=O)c1cccc(C(=O)OCC2(C)CO2)c1 (configuration not stated)	107.2
Nc1nc(Nc2ccccn2)nn1Cc1cccc(Br)c1	81.6
CCOC(=O)c1sc(/N=C2\C(=O)Nc3c(Cl)cccc32)nc1C	98.9
N#CC(/C=N\Nc1ncc(C#N)c(N)n1)=C\c1ccc(Cl)cc1	88.5
CC1(C)CC[C@]2(CO)CC[C@]3(C)[C@@H](NCC[C@@H]4[C@@]5(C)CCCNC(C)(C)[C@@H]5CC[C@]43C)[C@@H]2C1	58.7
Cc1cc(O)cc(C(=O)O)c1	118.3
C=CCn1cc(/C=N\N=C2\C(=O)Nc3ccc(Cl)cc32)c2ccccc21	100.5
c1ccc([I+]c2ccccc2)cc1 (tested in a mixture with another compound)	42.6
Cc1ncc(CO)c(CO)c1O	128.9&142.9&92.8
C#C[C@]1(O)CC[C@H]2[C@@H]3CC=C4c5nc(Nc6ccc(OC)cc6OC)sc5CC[C@]4(C)[C@H]3CC[C@@]21C	17.9
c1ccc(-c2noc3ncnc(NCCc4c[nH]c5ccccc45)c23)cc1	72.0
NCCC(=O)c1ccccc1	118.7
CC(=O)Nc1ccc2c3c(ccc([N+](=O)[O-])c13)CC2	111.1
COc1cc(C2c3cccn3-c3ccccc3N2C(C)=O)cc(OC)c1OC (configuration not stated)	53.1
N#CC1=C(c2c[nH]c3ccccc23)Nc2nc(N)nc(N)c2C1c1ccncc1 (configuration not stated)	98.6
O=C1Nc2ccccc2/C1=C/c1cn(Cc2cccc3ccccc23)c2ccccc12	73.1
Cc1ccc(-c2cc(C(=O)N3CCC(Cc4ccccc4)CC3)nn2-c2ccc(S(C)(=O)=O)cc2)cc1	77.9
C#CCOc1ccccc1C(OC(=O)c1ccc(F)cc1)C(=O)NC(C)(C)C(C)(C)C (configuration not stated)	90.8
Cn1nc(NC(=O)Nc2cc(C(=O)O)n(C)n2)cc1C(=O)O	106.5
O=C(/C=C/c1ccccc1)c1ccc(NC(=O)c2ccccc2CN2C(=O)c3ccccc3C2=O)cc1	100.5
COc1cccc2c1nc1n2C(c2c(F)cccc2F)SC1 (configuration not stated)	69.7
N#Cc1c(Cl)nc(SCC(=O)N2CCN(c3cc4c(cc3F)c(=O)c(C(=O)O)cn4C3CC3)CC2)nc1-c1ccc(F)cc1	102.9
CNC(=O)C(O)C(Cc1ccccc1)NC(=O)c1[nH]c2ccccc2c(=O)c1C (configuration not stated)	94.5
Nc1ccccc1C1CCC(C(=O)O)C(N=Nc2ccccc2)C1 (configuration not stated)	100.3
COc1ccccc1C1OCC(C)(C)CO1	119.7
COC(=O)[C@H]1Cc2c([nH]c3ccccc23)[C@H](c2cccs2)N1	99.6
Cc1cnc(Nc2ccc(OCCN3CCCC3)cc2)nc1Nc1cccc(S(=O)(=O)NC(C)(C)C)c1	-39.7*
N#CC1C=C(c2ccc(Cl)cc2)N(c2cccc3cccc(N4C(=O)C(C#N)C=C4c4ccc(Cl)cc4)c23)C1=O (configuration not stated)	84.3
O=CN1N=C(c2ccc(F)cc2)CC1c1cccc(Nc2ccnc3cc(C(F)(F)F)ccc23)c1 (configuration not stated)	8.7*
Cc1ccccc1Nc1cc(Cl)nc(N)n1	97.3
O=C(CCCCCCN1CC(=O)N2[C@@H](c3cccc(F)c3)c3[nH]c4ccccc4c3C[C@H]2C1=O)NO	127.3
O=C1C=CC(=O)N1CCc1ccccc1	72.9&111.0
CC(C)Cc1ccc(C(C)C(=O)OCc2ccc(Cn3c(=O)sn(CCI)c3=O)cc2)cc1 (configuration not stated)	98.2
Nc1ncnc2c1ncn2Cc1nnc(CCC(=O)c2nc3ccccc3[nH]2)o1	110.1
COc1cc(NC(=O)C(C)Sc2nc3sc4c(c3c(=O)n2-c2ccc(Cl)cc2)CCCC4)cc(OC)c1OC (configuration not stated)	98.4
O=c1c(/C=C/c2ccco2)nnc2scc(-c3ccc(Cl)cc3)n12	49.1
Brc1cc2c(cc1C1OCCCO1)OCO2	87.1
[O-][N+](=Nc1ccc(Br)cc1)c1ccc(Br)cc1	98.4

Assay outcomes: PubChem, NCI
